USP2a inh – qHTS Assay for Inhibitors of Ubiquitin-specific Protease USP2a | Ubiquitin carboxyl-terminal hydrolase 2 (Homo sapiens), O75604 | USP2a enzymatic assay, qHTS inhibition | Potency, µM (series often up to 38.3 µM), for inactives: at the top dose activity change, negative = inhibition, usual class: inhibitors | 60,000 compounds, 0.1% hits;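 note: potency is the fitted concentration of half-maximal effect; nearly all actives have a fitted effect of over 60% in size; plate controls were DMSO for no effect and NEM full inhibition control for full effect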
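Inhibition is measured in a cell-free coupled assay with 20 nM USP2 core, 20 nM Ub-PLA2 and 20 uM NBD C6-HPC, 2.5 h incubation. Activity normalized to NEM control.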
Rhodamine fluor – qHTS Assay for Spectroscopic Profiling in Rhodamine Spectral Region. Rhodamine-region fluorescence, 547/598 nm, Tris buffer; hits give high values. max dye-equivalent concentration, M. 59,000 compounds, 0.05% hits; in the data active = max dye-equivalent concentration above about 11 nM; inconclusive = between about 1.1 nM and that limit
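qHTS spectral profiling of compounds without any target or enzyme present, in pH 8.0 Tris buffer; plates were read after a 15-minute room-temperature incubation using the rhodamine-region filter set.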
BRCT PPI red – qHTS Assay for Inhibitors of BRCT-Phosphoprotein Interaction (Red Fluorophore); AID 892, 2007; BRCT-phosphopeptide binding, red fluorescence polarization; 75,000 compounds, 0.03% hits; Potency, µM (highest dose often 76.9 µM), inactives show at the highest dose activity change, negative = inhibition, most hits filed as inhibitors; note: % is set by controls: 0 for no effect and ±100 for the full control effect
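Fluorescence polarization: 100 nM His-tagged BRCA1 BRCT with 100 nM TAMRA-labelled phospho-BACH1 decapeptide, phosphate buffer pH 7.3 with 150 mM NaCl, DTT, 0.01% Tween 20; 12 min RT. Binding inhibition seen as FP decrease.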
Caspase-7 inhib – qHTS Assay for Allosteric/Competitive Inhibitors of Caspase-7 | P55210 | recombinant caspase-7, Ac-DEVD-AFC fluorescence rate | Potency, µM (series often up to 57.5 µM), inactives show at the top dose activity change, negative = inhibition, actives largely listed as inhibitors | 75,000 compounds, 0.02% hits; active = well fitted inhibition curve with a large enough effect in the main read-out, with a control signal flat, not every such curve was filed as active; inconclusive = small, poorly fitted or top-dose-only effect, or a change in a side signal; note: potency is the fitted concentration of half-maximal effect; % of control where 0% means no effect
Target sequence (P55210 24-198 limits assumed): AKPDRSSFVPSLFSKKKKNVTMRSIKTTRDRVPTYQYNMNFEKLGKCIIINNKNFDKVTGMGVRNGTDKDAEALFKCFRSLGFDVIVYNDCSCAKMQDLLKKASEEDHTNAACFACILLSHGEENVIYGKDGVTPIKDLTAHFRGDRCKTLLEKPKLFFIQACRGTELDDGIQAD
Target sequence (P55210 207-303 limits assumed): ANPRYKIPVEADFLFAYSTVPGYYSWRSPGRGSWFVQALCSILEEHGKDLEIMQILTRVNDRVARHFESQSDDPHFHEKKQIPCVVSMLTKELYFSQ
Tau fil binding – qHTS Assay for Tau Filament Binding | Microtubule-associated protein tau (Homo sapiens), P10636 | recombinant tau filaments, thioflavin S fluorescence, 15 h; filaments grown with octadecylsulfate alongside compound | Potency, µM (series often up to 57.1 µM), for the others: at the top dose activity change, negative = inhibition | 71,000 compounds, 2% hits;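 note: potency is the fitted concentration of half-maximal effect; % is set by controls: 0 for no effect and ±100 for the full control effect; actives lower thioflavin S fluorescence by blocking filaments or displacing dye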
Target sequence (P10636 whole entry, looked up): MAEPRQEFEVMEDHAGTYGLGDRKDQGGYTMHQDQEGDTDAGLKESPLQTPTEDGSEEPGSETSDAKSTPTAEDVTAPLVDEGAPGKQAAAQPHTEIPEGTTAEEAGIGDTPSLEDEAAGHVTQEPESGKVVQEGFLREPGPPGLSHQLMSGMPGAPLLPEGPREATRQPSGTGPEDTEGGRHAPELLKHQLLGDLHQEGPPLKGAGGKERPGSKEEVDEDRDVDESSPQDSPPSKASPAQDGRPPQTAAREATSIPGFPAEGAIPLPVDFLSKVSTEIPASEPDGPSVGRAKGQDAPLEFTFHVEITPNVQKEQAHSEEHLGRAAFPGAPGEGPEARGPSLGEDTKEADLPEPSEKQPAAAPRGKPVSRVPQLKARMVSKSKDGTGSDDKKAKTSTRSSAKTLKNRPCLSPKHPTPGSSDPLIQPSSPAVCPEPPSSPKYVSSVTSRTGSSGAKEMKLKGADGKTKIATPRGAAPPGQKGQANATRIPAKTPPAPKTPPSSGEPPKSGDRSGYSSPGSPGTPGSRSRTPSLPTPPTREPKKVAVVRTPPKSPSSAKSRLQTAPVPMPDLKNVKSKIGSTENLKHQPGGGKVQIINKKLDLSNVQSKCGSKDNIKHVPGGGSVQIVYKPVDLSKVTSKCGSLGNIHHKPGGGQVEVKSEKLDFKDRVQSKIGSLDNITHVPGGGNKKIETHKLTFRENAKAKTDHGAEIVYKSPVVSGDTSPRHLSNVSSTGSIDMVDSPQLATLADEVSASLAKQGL
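Recombinant tau protein (human, 1 uM final) plus 30 uM ODS in HEPES pH 7.4 with NaCl, DTT and thioflavine S. Compound present from the start; fluorescence at 510 nm after 15 h, 37 C.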
ALOX15 inhib – qHTS Assay for Inhibitors of 15-hLO (15-human lipoxygenase) | 74,000 compounds, 1.4% hits | Potency, µM (series often up to 57.1 µM), for inactives: at the highest dose activity change, negative = inhibition, most hits filed as inhibitors | AID 887, 2007 | purified 15hLO-1, xylenol orange hydroperoxide absorbance; note: potency is the fitted concentration of half-maximal effect; % is set by controls: 0 for no effect and ±100 for the full control effect; nearly all actives have a fitted effect of over 55% in size
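Purified human 15hLO-1 (40 nM) in 25 mM Hepes pH 7.5, 0.01% Triton X-100, preincubated 15 min RT with compound, then 50 uM arachidonic acid for 6 min. Hydroperoxide read by ferrous/xylenol orange, 30 min; 573/405 nm absorbance ratio gave progress.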
HADH2 inhib – qHTS Assay for Inhibitors of HADH2 (Hydroxyacyl-Coenzyme A Dehydrogenase, Type II) | 73,000 compounds, 3.4% hits | recombinant HADH2, NADH fluorescence, beta-hydroxybutyryl-CoA | Potency, µM (doses to about 57.1 µM), inactives show at the top dose activity change, negative = inhibition, actives largely listed as inhibitors | AID 886, 2007 | 3-hydroxyacyl-CoA dehydrogenase type-2 (Homo sapiens), Q99714; note: potency is the fitted concentration of half-maximal effect; % is set by controls: 0 for no effect and ±100 for the full control effect; nearly all actives have a fitted effect of over 60% in size; many of its hits are not listed in these tables
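Activity measured as NADH fluorescence gain (360/450 nm), taken as the change between first and last reads of a 4-min kinetic run. Conditions: pH 9.0 Tris buffer, 20 nM E. coli-expressed His-tagged enzyme, 1 mM NAD+, 90 uM beta-hydroxybutyryl-CoA; 15-min compound preincubation.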
DNA Pol III inh – qHTS Assay for Inhibitors of DNA Polymerase III Holoenzyme System; reconstituted DNA polymerase III holoenzyme replication, biochemical; Potency, µM (series often up to 57.1 µM), without a hit: at the highest dose activity change, negative = inhibition; 71,000 compounds, 0.25% hits; note: potency is the fitted concentration of half-maximal effect; % is set by controls: 0 for no effect and ±100 for the full control effect
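Reconstituted *E. coli* holoenzyme (0.35 nM Pol III, 1 nM beta, 154 nM SSB, 2 nM primase) was preincubated with compound for 15 min at RT. Synthesis on 1.4 nM ssM13Gori ran 35 min, then was stopped with PicoGreen/EDTA and read as dsDNA fluorescence.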
BRCT inh green – qHTS Assay for Inhibitors of BRCT-Phosphoprotein Interaction (Green Fluorophore). Breast cancer type 1 susceptibility protein (Homo sapiens), P38398. BRCA1 BRCT-phosphopeptide binding, green fluorescence polarization. Potency, µM (highest dose often 76.9 µM), inactives show at the highest dose activity change, negative = inhibition, most hits filed as inhibitors. 75,000 compounds, 0.05% hits. AID 875, 2007;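 note: potency is the fitted concentration of half-maximal effect; plate controls were peptide without protein for full effect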
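Compounds were incubated for 12 min at room temperature with a complex of 100 nM fluorescein-tagged pBACH1 decapeptide and 250 nM His-tagged BRCT protein. Buffer was phosphate pH 7.3 with EDTA, DTT and Tween 20. Disruption of binding lowers the polarization signal.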
Casp1 inh – qHTS Assay for Allosteric/Competitive Inhibitors of Caspase-1; 75,000 compounds, 0.03% hits; Potency, µM (highest dose often 57.5 µM), without a hit: at the highest dose activity change, negative = inhibition, usual class: inhibitors; AID 900, 2007; Caspase-1 enzyme, Ac-WEHD-AFC fluorogenic rate; P29466;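 note: potency is the fitted concentration of half-maximal effect; plate controls were vehicle for no effect and no substrate for full effect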
HEK293 cAMP ctrl – qHTS Assay for Agonists of the Thyroid Stimulating Hormone Receptor: Activators of Intracellular cAMP Concentrations in Parental HEK 293. parental HEK293 CNG cAMP sensor, membrane potential fluorescence. Potency, µM (titrated, usually from 57.1 µM), for inactives: at the highest dose activation, actives largely listed as activators. 73,000 compounds, 2.5% hits; note: potency is the fitted concentration of half-maximal effect; % of control where 0% means no effect; nearly all actives have a fitted effect of over 55% in size
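Counterscreen for endogenous-receptor signalling: CNG-channel HEK 293 cells report cAMP rise by membrane depolarization. After 60 min dye equilibration with 100 uM RO 20-1724, compounds incubated 30 min before bottom-read fluorescence at 590 nm.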
* hit, by the source's call; i = inactive; ? = inconclusive; / = not tested or not shown; [ ] = another dose, or the depositor's remark. Unless noted, calls come from the whole dose curve; as a rule, active = well fitted curve in the direction sought with a large enough effect; inconclusive = small, poorly fitted or top-dose-only effect, or another doubt; inactive = no such curve, though single readings can be large; an effect the other way counts as inactive or inconclusive. This is a subset, so the mix of outcomes need not match the whole.

SMILES	USP2a inh	Rhodamine fluor	BRCT PPI red	Caspase-7 inhib	Tau fil binding	ALOX15 inhib	HADH2 inhib	DNA Pol III inh	BRCT inh green	Casp1 inh	HEK293 cAMP ctrl
CCn1c(SCC(=O)OC2CCCCC2)nc2ccccc2c1=O	1%	i	-0.3%	1%	-18%	1%	-7%	-9%	-0.8%	1%	6%
COc1cc2c(cc1OC)C(c1ccco1)CC(=O)N2 (stereo not drawn)	/	/	-1.5%	0%	6%	5%	-26%	-1%	-1.2%	-1%	4%
CCC(C)(C)n1nnnc1C(c1ccc(O)c(OC)c1)N1CCN(c2nc3ccccc3s2)CC1 (stereo not drawn)	23%	i	-3.8%	-3%	4%	?	-8%	-4%	-2.7%	-1%	?
Cn1c(=O)n(CCCOc2ccc(Cl)cc2)c2ccccc21	2%	i	0.0%	-2%	8%	-3%	0%	-4%	-0.9%	-3%	?
CN(C)c1ccnc(-c2cccc(NS(C)(=O)=O)c2)n1	-8%	i	-0.7%	0%	-4%	3%	7%	-5%	-3.0%	4%	9%
CCCOc1cccc(C(=O)Nc2cccnc2)c1	7%[7.66 µM]	/	-1.0%	3%	4%[11.4 µM]	10%[11.4 µM]	8%[11.4 µM]	0%[11.4 µM]	-0.6%	0%	?
Cc1nc2cc(-n3ccc(=O)cc3)ccc2n1-c1ccccc1	5%	i	0.6%	-2%	-1%	-10%	16%	-5%	-1.1%	-1%	3%
O=c1cc(-c2ccccc2)oc2c(O)c(O)ccc12	-6%	/	1.5%	-5%	/	5µM*	/	/	-0.8%[3.08 µM]	-1%	/
COCON1C(=O)CN(C(C)=O)C1c1ccc(Cl)cc1Cl (stereo not drawn)	-2%	i	-0.3%	1%	6%	21%	-2%	-4%	-2.5%	2%	8%
CC(=O)c1sc(N2C(=O)c3oc4ccccc4c(=O)c3C2c2ccc(C)o2)nc1C (stereo not drawn)	/	/	0.0%	-2%	-27%	-3%	-11%	-2%	-2.5%	0%	-2%
C=CCNC(=O)C1CC(c2cccc(OC)c2)=NO1 (stereo not drawn)	-2%	i	-1.2%	-1%	2%	22%	2%	1%	0.3%	2%	23%
c1ccc2c(Nc3ccncc3)nc(-c3ccoc3)nc2c1	?	i	-12%	-15%	7.9µM*	-8%	-4%	-6%	0.1%	1%	-1%
CC1OC(Nc2cccc3ccccc23)C(O)C(O)C1O (stereo not drawn)	9%	/	0.2%	-2%	?	-9%	25µM*	-2%	-1.0%	-1%	1%
O=[N+]([O-])c1c(Cl)cc(Cl)cc1Cl	/	/	2.1%	-1%	8%	7%	-1%	-1%	-0.3%	-2%	?
CC(=O)c1cccc(NC(=O)CN(C2CCCCC2)S(C)(=O)=O)c1	-1%	i	-1.8%	1%	15%	3%	-5%	0%	-2.4%	2%	22%
CCOC(=O)N1CC=C2C(C#N)=C(N)C(C#N)(C#N)[C@H](c3ccsc3)[C@H]2C1	-4%	i	0.2%	-19%	106%	-25%	26%	-6%	-1.3%	?	15%
CC(C)CNC(=O)C1CCCN(S(=O)(=O)c2ccc(-n3cnnn3)cc2)C1 (stereo not drawn)	7%	i	1.0%	1%	-1%	0%	8%	0%	0.0%	0%	-7%
CC1NC2(C(=O)N(Cc3ccccc3)c3ccccc32)C2C(=O)N(c3ccccc3)C(=O)C12 (stereo not drawn)	/	/	0.1%	-7%	-5%	0%	13%	-8%	-1.2%	-1%	10%
O=C(Nc1cn(-c2ccccc2)nc1-c1cccs1)c1ccco1	26%	i	2.4%	-7%	13%	-8%	-17%	4%	2.3%	-2%	32µM*
O=C(Nc1ccccc1)N1CCC(C(=O)N2CCN(S(=O)(=O)c3cccc(F)c3)CC2)CC1	13%	i	0.2%	1%	2%	-23%	11%	7%	4.7%	-1%	?
CC(C)=NOCc1ccc(-c2cc(-c3ccccc3)no2)cc1	/	/	-0.2%[15.4 µM]	2%[11.5 µM]	/	6%[11.4 µM]	0%[11.4 µM]	/	0.7%[15.4 µM]	0%[11.5 µM]	10%[11.4 µM]
CCOC(=O)CSc1nc2ccccc2n1CC(=O)N1CCN(c2ccccc2)CC1	8%	i	-1.2%	0%	0%	3%	-4%	1%	0.7%	-1%	11%
Cc1ccc(C(=O)COC(=O)c2cnccn2)cc1	-10%	/	-2.1%	0%	2%	-29%	3%	5%	0.5%	0%	?
O=c1ccc2cc3c([nH]c4ccc(Br)cc43)oc-2c1O	109%[activator][46.1 µM]	i	-1.8%	-13%	13µM*	25µM*	10µM*	-9%	-1.2%	-2%	-2%
CCOC(=O)C1CCN(C(=O)CN(c2cc(OC)ccc2OC)S(=O)(=O)c2ccccc2)CC1	0%	/	-0.5%	0%	3%	2%	2%	-1%	-1.5%	0%	?
CCCCCOC(=O)CSc1nnc(-c2cc(OC)c(OC)c(OC)c2)o1	-3%	i	-0.2%	-2%	25%	9%	-8%	0%	-2.4%	-4%	0%
CCN1C(=O)c2ccccc2S(=O)c2ccc(C(=O)NC3CC3)cc21 (stereo not drawn)	/	/	-2.0%	-3%	-19%	15%	6%	-3%	0.7%	0%	5%
COc1ccc(OCCCC(=O)Nc2ccc3c(c2)OCO3)cc1	7%	/	1.6%	-1%	1%	-7%	-7%	-5%	-0.3%	-3%	11%
Nc1ccc(Nc2ccccc2)c(Cl)c1	/	/	-1.9%	-2%	/	?	11%	/	-3.2%	1%	-5%
CCc1ccc(C2C(C#N)=C(N)SC(N)=C2C#N)s1	12%	/	0.1%	?	25µM*	10µM*	3.2µM*	-4%	9.6%	?	18%
CCOc1ccc(-c2nc(C#N)c(NCc3ccc4c(c3)OCO4)o2)cc1	/	/	1.8%	-6%	168%	-20%	-163%	-1%	-1.4%	1%	6%
CCCc1nnc(NC(=O)CCC(=O)N2CCCCC2CC)s1 (stereo not drawn)	4%	i	-0.4%	-1%	-2%	2%	-5%	-1%	0.6%	-1%	4%
COC(=O)[C@H](C)NC(=O)NC1CCCc2ccccc21 (stereo partly drawn)	-1%	i	-0.7%	-1%	-12%	4%	6%	2%	-0.4%	1%	3%
Cc1ccccc1-c1nc(CN2CCC(C(=O)O)CC2)c(C)o1	/	/	-1.1%	1%	-10%	2%	-6%	-2%	-0.2%	1%	0%
CCOc1cccc(OCCCCN2CCCCC2)c1	4%	i	1.2%	3%	-11%	-1%	6%	11%	-0.1%	2%	?
COc1ccc(OC)c(S(=O)(=O)Nc2c(F)cccc2F)c1	-8%	i	0.6%	2%	0%	16%	-8%	4%	-1.3%	0%	5%
COc1ccc(CC(=O)Nc2ccc(-c3nnc(-c4ccccc4)o3)cc2)cc1	3%	/	-0.8%	-2%	388%	-7%	?	-1%	-2.9%	-3%	8%
Cc1ccc(S(=O)(=O)C(C#N)c2nc3ccccc3nc2OC(C)C)cc1 (stereo not drawn)	-1%	i	-1.8%	-6%	28%	-3%	-15%	4%	-0.9%	-10%	23%
CCc1ccc(NC(=O)CS(=O)CC(=O)NC(C)CCc2ccco2)cc1 (stereo not drawn)	10%	i	0.9%	1%	16%	2%	14%	1%	-1.6%	-1%	-1%
NC(Cc1cnc[nH]1)C(=O)Nc1ccc2ccccc2c1 (stereo not drawn)	-4%	/	2.5%	-1%	/	7%	/	/	0.2%	3%	/
COc1ccc(/C=C/C(=O)c2cccs2)c(OC)c1	/	/	-1.5%	?	/	-12%[25.6 µM]	/	/	37%[activator]	?	/
O=S(=O)(N1CCCCCC1)N1CCN(S(=O)(=O)N2CCOCC2)CC1	5%	i	-0.7%	-1%	-4%	7%	14%	-5%	-0.9%	-1%	?

2 entries from above in another layout:
Value order – USP2a inh	Rhodamine fluor	BRCT PPI red	Caspase-7 inhib	Tau fil binding	ALOX15 inhib	HADH2 inhib	DNA Pol III inh	BRCT inh green	Casp1 inh	HEK293 cAMP ctrl
> COC(=O)[C@H](C)NC(=O)NC1CCCc2ccccc21 (stereo partly drawn)
  -1%	i	-0.7%	-1%	-12%	4%	6%	2%	-0.4%	1%	3%
> Cc1ccccc1-c1nc(CN2CCC(C(=O)O)CC2)c(C)o1
  /	/	-1.1%	1%	-10%	2%	-6%	-2%	-0.2%	1%	0%
